phage Ecoli inh: E. coli growth loss with phage present; growth absorbance; AID 651602; inhibition, % at 11.9 µM; hit rate 0.26% among 360,000; in the data active = inhibition above about 11%
HTR5A inv ctr: HTR5A inverse agonism, opioid heterodimer counter-screen; AID 504634; P47898; inhibition, % at 9.3 µM; HTR5A cell line, luminescence; hit rate 0.083% among 340,000; in the data active = inhibition mostly above about 23%, no sharp cut-off; inactive = mostly below about 18%;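 also: 0% = cells with DMSO and 100% = no-cell wells with DMSO; some compounds called inactive have numbers as strong as hits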
Target sequence (P47898 whole entry, looked up): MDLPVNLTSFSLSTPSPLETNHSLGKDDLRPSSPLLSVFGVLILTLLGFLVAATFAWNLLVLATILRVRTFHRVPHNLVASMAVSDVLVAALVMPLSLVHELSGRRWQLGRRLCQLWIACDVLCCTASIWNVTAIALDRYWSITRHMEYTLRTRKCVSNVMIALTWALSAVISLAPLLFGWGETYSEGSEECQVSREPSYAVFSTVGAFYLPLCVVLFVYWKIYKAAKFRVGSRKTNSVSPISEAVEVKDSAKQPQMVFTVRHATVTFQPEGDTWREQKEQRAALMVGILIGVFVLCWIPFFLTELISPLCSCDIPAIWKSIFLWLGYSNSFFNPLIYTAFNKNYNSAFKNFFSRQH
AddAB inh: less growth of phage-infected E. coli with AddAB | AID 435030 | E. coli expressing H. pylori AddAB, absorbance growth | hit rate 0.29% among 330,000 | inhibition, % at 11.9 µM; in the data active = inhibition above about 12%;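 also: 0% = vehicle wells of infected cells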
Ecoli viability: bacterial growth inhibition, counter-screen for AddAB inhibitors; E. coli V3065 growth, OD600 absorbance, 18 h; inhibition, % at 11.9 µM; hit rate 0.27% among 330,000; AID 449728;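 active = inhibition above the campaign's mean inhibition across all tested compounds plus 3 SD, cut at about 9.9% in these data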;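 also: uninfected addAB+ strain grown without phage in ampicillin broth; 0% = DMSO wells and 100% = ciprofloxacin 0.95 µg/ml wells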
SUMO Mot1 rescue: inhibitors of SUMOylation pathway: yeast Mot1-301 growth rescue | S. cerevisiae Mot1-301 growth rescue, ATP luminescence, 38.5C; percent above DMSO median, 100 means doubled | growth rescue, % at 18.8 µM | hit rate 1% among 320,000 | AID 2716;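 active = every valid replicate shows activation above 250% relative to neutral control wells; inactive = the rest, any valid replicate at or below 250%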;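 also: OY570 slx delta 5 strain wells were the positive control but not used for scaling; some compounds called inactive have numbers as strong as hits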
DAGLB inhibitor: blocks human DAGLB lipase activity; Q8NCG7; HEK293T DAGLB membrane lysate, EnzChek fluorogenic substrate; inhibition, % at 5.17 µM; hit rate 0.059% among 340,000; AID 504411; in the data active = inhibition above about 34%;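 also: 0% = enzyme with vehicle and 100% = wells lacking enzyme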
PKA-R1A activ: PKA-R1A complex activation; P00514+P68181; PKA-R1A dissociation, Cy5-IP20 fluorescence polarization; scaled: DMSO 0%, 113 µM cGMP 100%; activation, % at 11.4 µM; hit rate 0.083% among 340,000; AID 504707;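 active = percent activation above the mean of all tested compounds plus 3 SD, cut at about 19% in these data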;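 also: higher means more PKAc released from R1A so a rise in polarization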
PKA-R2B act: activates the human PKA-R2B holoenzyme complex; hit rate 0.079% among 340,000; PKA-R2B holoenzyme dissociation, Cy5-IP20 fluorescence polarization; R2B truncated from residue 108, S112A mutant; 0% DMSO only, 100% 113 µM cGMP; activation, % at 11.4 µM; P22694+P31323;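 active = activation above a cutoff set at the mean over all compounds plus 3 SD, cut at about 18% in these data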;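 also: higher means more holoenzyme dissociation and a rise in polarization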
Target sequence (P31323 whole entry, looked up, other chains not shown, the tested form may be a part): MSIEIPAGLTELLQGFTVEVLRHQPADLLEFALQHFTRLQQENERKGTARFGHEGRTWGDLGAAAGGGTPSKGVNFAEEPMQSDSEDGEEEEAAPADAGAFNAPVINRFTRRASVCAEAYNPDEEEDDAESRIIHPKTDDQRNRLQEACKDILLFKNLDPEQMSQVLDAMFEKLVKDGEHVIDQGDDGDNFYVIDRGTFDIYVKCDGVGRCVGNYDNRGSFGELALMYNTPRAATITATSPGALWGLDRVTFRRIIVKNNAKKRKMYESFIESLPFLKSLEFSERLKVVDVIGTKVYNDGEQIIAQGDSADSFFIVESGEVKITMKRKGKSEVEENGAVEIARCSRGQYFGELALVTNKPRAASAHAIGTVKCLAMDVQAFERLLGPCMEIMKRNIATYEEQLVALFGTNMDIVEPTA
Tat transport: inhibitors of E. coli Tat protein transport. inhibition, % at 10 µM. hit rate 0.036% among 340,000. E. coli MC4100 TorA-mCherry Tat export, fluorescence;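 active = mean replicate inhibition at least 50% and at least half of replicates individually reaching 50%; inconclusive = only one of the two criteria met; inactive = neither criterion met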;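 also: exported cargo escapes ClpAP degradation while cytoplasmic cargo is degraded and loses fluorescence; 0% = median of neutral control wells and 100% = median of NaSCN control wells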
CDK5 inh: CDK5/p35 (human) kinase inhibition | Q00535+Q15078 | Recombinant CDK5/p35, ADP-Glo luminescence, 60 min | inhibition, % at 10 µM | hit rate 0.01% among 330,000 | AID 488839;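 active = highest replicate inhibition of at least 50% and at least 75% of replicates reaching 50%; inconclusive = only one of the two criteria met; inactive = both criteria failed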;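 also: plate controls were DMSO neutral control for no effect and GW8510 at 10 µM for full effect; many of its hits are not listed in these tables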
HTR5A ag ctr: counter-screen for OPRM1-OPRD1 agonists: human HTR5A agonism; AID 504692; P47898; activation, % at 9.3 µM; hit rate 0.61% among 340,000; HTR5A agonist assay, luminescence, cell-based; in the data active = activation mostly above about 9.5%, no sharp cut-off; inactive = mostly below about 7.6%;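 also: 0% = cells with vehicle only and 100% = reference agonist; strong numbers were not always called active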
Active calls of the source: *; u = inconclusive; x = not tested or not shown.

SMILES	phage Ecoli inh	HTR5A inv ctr	AddAB inh	Ecoli viability	SUMO Mot1 rescue	DAGLB inhibitor	PKA-R1A activ	PKA-R2B act	Tat transport	CDK5 inh	HTR5A ag ctr
COc1ccc(CCn2nnc(-c3ccc(NC(C)=O)c(Cl)c3)n2)cc1	2.4	-7	1.2	0.7	-28	1	0	-7	-4	-0.5	-2
CC(C)CC1NC(=O)N(CC(=O)Nc2ccccc2-c2ccccc2)C1=O (stereo unspecified)	0.8	1	0.9	0.3	-2	1	-21	-3	4	-1.0	0
COc1c(C)cc(C(=O)C2CCCN(Cc3c(C)n(C)n(-c4ccccc4)c3=O)C2)cc1C (stereo unspecified)	4.4	x	-1.3	-0.6	5	x	x	x	-5	0.7	x
Cc1cc(NC(=O)Nc2ccccc2[N+](=O)[O-])no1	1.1	11	4.4	1.4	-21	0	7	0	-3	0.7	0
O=C(O)C(c1ccccc1)N1C(=O)/C(=C\c2ccc(-c3cccc(Cl)c3)o2)SC1=S (stereo unspecified)	-0.6	-1	1.2	-3.8	-4	9	1	-2	-5	-1.7	0
CC(C)N(C(=O)CSc1nc(COc2ccccc2)nc2ccccc12)C(C)C	0.8	-1	-1.4	-0.8	-2	-9	-7	-12	9	-0.3	0
COc1ccc(OC)c(S(=O)(=O)n2cccn2)c1	1.9	13	2.5	0.1	x	0	-3	8	-1	0.6	4
O=C(CNc1cccc2ccccc12)N/N=C/C(Br)=C/c1ccccc1	1.2	-32	0.1	-1.2	31	10	-6	-2	-3	0.6	-5
Cc1ccc(-n2c(O)c(C=Nc3ccc(S(=O)(=O)Nc4ncccn4)cc3)c3ccccc3c2=O)cc1C	1.8	3	0.5	-2.5	-11	0	-12	0	-3	-1.6	-1
COc1ccccc1C(=O)NC(=O)Nc1c(C)cc(C)cc1C	-0.3	4	-0.8	-2.0	1	-2	0	6	5	1.2	-1
CC(C)=N/N=C(/c1ccc([N+](=O)[O-])cc1)C12CN3CN(CN(C3)C1)C2	1.8	20	0.8	-3.5	3	1	9	2	-8	-3.2	-1
CCN(C(=O)CSc1nnc(-c2ccc(Cl)cc2)n1C)C1CCS(=O)(=O)C1 (stereo unspecified)	1.7	-7	4.5	0.0	-9	-5	3	4	-2	-0.7	3
O=C(CCc1nnc2ccc(N3CCCC3)nn12)Nc1cc(F)ccc1F	5.2	23	4.9	-0.8	274	-2	-14	-7	2	0.8	2
CC1CC1C(=O)Nc1nc2ccc(Cl)cc2s1 (stereo unspecified)	7.3	-8	4.7	1.0	61	-1	-6	-6	5	0.0	2
COc1ccc(C(C)(C)C)cc1NC(=O)Cn1cnnn1	1.5	-3	1.2	3.7	x	-1	-3	9	-2	-0.9	1
COCCN1C(=O)C(=O)/C(=C(/O)c2ccc(S(=O)(=O)N3CCCCC3)cc2)C1c1ccc(OC)c(OC)c1 (stereo unspecified)	1.2	-7	1.9	-2.0	1	-2	-3	1	-5	1.3	1
COc1ccc(CCNC(=O)c2ccccc2NC(=O)c2ccco2)cc1OC	1.4	-17	0.5	1.2	9	-3	-2	10	-7	-1.8	-5
Cc1ccc(C2(C)NC(=O)N(CC(=O)NNC(=O)c3cc(C)oc3C)C2=O)cc1 (stereo unspecified)	1.4	14	1.4	1.8	-6	-1	-13	-12	-2	-1.3	-5
O=C(CN1C(=O)/C(=C/c2cccc(Br)c2)SC1=S)NC1=NCCS1	0.3	-6	-0.7	-0.5	5	4	2	7	-1	0.8	-2
CCOC(=O)N1CCN(CC(=O)Nc2ccc(F)c(F)c2F)CC1	1.4	-56	2.6	-0.5	-16	-2	-2	3	-2	-0.5	2
Cc1sc2ccccc2c1CNC[C@H]1O[C@@H](n2cnc(C(N)=O)n2)[C@H](O)[C@@H]1O	1.5	-9	x	x	x	-2	-3	2	2	-0.2	2
Cc1ccc(OCCNS(=O)(=O)c2ccc(Cl)cc2)cc1	1.6	-22	2.2	2.1	2	-5	-13	-5	-8	-0.4	9
CCc1ccc2c(c1)cc(CN(C(=S)Nc1ccccc1C)C1CC1)c1nnnn12	0.1	2	1.1	1.8	10	0	-7	6	0	-1.8	-1
O=C(CN1CCC(n2nnc3ccccc32)CC1)Nc1ccc2c(c1)CCC2	3.1	4	1.0	-2.4	14	-5	2	-13	-2	0.0	-4
CCOC(=O)CSc1nc2c(c(=O)n1-c1ccc(OCC)cc1)SCC2	2.0	3	1.1	0.7	-19	3	-5	6	-1	-2.4	3
CN(C)CCn1nnnc1SCC1=C(C(=O)O)N2C(=O)[C@@H](NC(=O)Cc3csc(N)n3)[C@H]2SC1	99*	1	1.1	0.3	-23	-1	-13	9	-3	-2.3	0
CC(C)/C=N/Nc1nc(-c2ccc(Br)cc2)cs1	5.7	8	1.4	0.7	-11	1	16	-8	7	-3.4	-1
O=c1ccn([C@@H]2O[C@H](CNCc3ccc(-c4cc(C(F)(F)F)ccc4Cl)o3)[C@@H](O)[C@H]2O)c(=O)[nH]1	2.9	-6	x	x	x	0	4	-1	-6	0.2	2
C=C(C)CSc1nc(N)cc(=O)[nH]1	0.9	6	-1.2	0.7	2	0	8	-1	-3	1.2	1
O=S(=O)(c1cc(Cl)ccc1Cl)n1ccnc1	2.1	7	x	x	x	0	6	7	-15	0.2	-1
CCN(Cc1ccccc1)S(=O)(=O)c1c(C(=O)N2CCCC2)c(C)n(C)c1C	5.1	11	3.0	-1.0	-15	-1	-3	7	-2	0.2	3
COC(=O)Cn1c(CN2CCN(c3ccc(F)cc3)CC2)nc2c1c(=O)n(C)c(=O)n2C	x	17	-0.9	-2.0	0	3	1	-2	-2	-0.6	-2
COCCNc1oc(-c2ccc(F)cc2)nc1C#N	3.3	-15	0.8	2.4	2	-3	-15	3	0	-1.3	5
COc1ccccc1C1CN=NC12CCCc1ccccc1C2=O (stereo unspecified)	3.5	-26	-1.6	-2.7	17	-10	6	-8	12	x	0
COC(=O)C(C)Oc1cc(OC(C)C(=O)OC)c2c(-c3ccccc3)cc(=O)oc2c1 (stereo unspecified)	0.7	1	0.7	1.7	118	-2	2	13	-5	0.6	0
COCC(C)NCc1cc(Br)ccc1OC (stereo unspecified)	5.7	-36	1.0	0.1	4	2	1	0	1	-3.0	7
Cc1cc(OCc2ccccc2)ccc1/C(O)=C1/C(=O)C(=O)N(Cc2cccnc2)C1c1ccncc1 (stereo unspecified)	2.9	-21	1.7	-1.5	8	-1	1	-2	10	1.6	5
CCCCn1c(=S)[nH]c2cc(S(=O)(=O)N3CCOCC3)ccc21	-0.3	5	-0.5	-1.6	46	2	2	3	-2	-0.8	-2
COc1cccc2[nH]c(=O)c(-c3ccccc3)cc12	1.7	-2	1.5	0.1	453*	-3	-4	4	-1	0.8	0
CCCCc1cc(=O)oc2cc(OCC(=O)NCc3ccccn3)ccc12	1.6	1	0.3	0.1	322*	-2	0	-1	9	-1.5	0

Part of the list above, with two lines to a compound:
Results follow in this order: phage Ecoli inh	HTR5A inv ctr	AddAB inh	Ecoli viability	SUMO Mot1 rescue	DAGLB inhibitor	PKA-R1A activ	PKA-R2B act	Tat transport	CDK5 inh	HTR5A ag ctr
> COCCNc1oc(-c2ccc(F)cc2)nc1C#N
 : 3.3	-15	0.8	2.4	2	-3	-15	3	0	-1.3	5
> CCCCc1cc(=O)oc2cc(OCC(=O)NCc3ccccn3)ccc12
 : 1.6	1	0.3	0.1	322*	-2	0	-1	9	-1.5	0

(list continues)
SMILES	phage Ecoli inh	HTR5A inv ctr	AddAB inh	Ecoli viability	SUMO Mot1 rescue	DAGLB inhibitor	PKA-R1A activ	PKA-R2B act	Tat transport	CDK5 inh	HTR5A ag ctr
O=C(COc1ccc2ccccc2c1Br)N1CCN(c2ccccn2)CC1	5.0	11	1.9	1.6	9	-3	-1	-9	1	14	-1
CCCN1CCC(=O)N([C@H](CO)Cc2ccccc2)CC1	1.1	-13	3.4	0.7	-7	1	-2	-6	5	-1.2	6
COc1ccccc1C(C)Nc1nc(-c2cccnc2)nc2ccccc12 (stereo unspecified)	0.0	-7	-1.0	-1.0	14	0	8	4	2	0.2	0
CCN(C(=O)COC(=O)c1cc2c(s1)CCCC2)c1c(N)n(Cc2ccccc2)c(=O)[nH]c1=O	0.8	-7	-0.7	-0.9	3	2	-13	1	-2	0.3	3
Cc1ccc(NC(=O)c2ccccc2)cc1-n1cnnn1	4.5	5	0.2	1.1	-9	-1	-2	8	-2	-1.4	-2
COc1ccc(CCNC(=O)CN(c2ccc(OC)c(OC)c2)S(C)(=O)=O)cc1	1.4	-13	0.9	-0.7	66	-1	-1	3	-6	2.0	2
O=C(Nc1cccc([N+](=O)[O-])c1)c1ccc(CN2CCOCC2)cc1	6.1	-1	3.9	2.8	8	-1	-11	-5	-5	x	1
CNc1c(NS(=O)(=O)c2ccc(F)c(Cl)c2)c(=O)oc2ccccc12	0.0	-7	2.6	0.4	52	2	-8	4	8	-0.8	2
Cn1cc(/C=C2\SC(=O)N(c3ccc(O)cc3)C2=O)c2ccccc21	-0.1	13	0.1	0.2	-2	-6	-4	-4	26	1.0	-4
c1ccc(CNc2ncnc3nc[nH]c23)nc1	1.8	10	2.4	0.9	-9	-4	2	-9	-6	1.2	-4
C=CCn1c(C)cc(C(=O)COC(=O)CCc2cc(OC)c(OC)c(OC)c2)c1C	2.2	-4	-0.6	0.8	1	-2	6	2	1	0.9	1
CS(=O)(=O)N1CCN(C(=O)c2cccnc2)CC1	4.5	7	6.0	2.0	-15	-2	-1	-4	u	10	-2
O=C(c1cc(-c2ccccc2Cl)nc2ccccc12)N1CCC1	7.4	-13	-1.0	0.8	1	-1	-1	-1	3	1.1	5
CCC(=O)Nc1ccc(C(=O)OCc2ccccc2)cc1	0.1	-14	0.9	1.9	40	-5	-1	-1	-7	0.0	2
COc1cccc(C(=O)/C=C/c2ccc(N3CCCCC3)c([N+](=O)[O-])c2)c1	0.5	10	1.6	-2.8	2	24	-9	-7	-14	2.0	1
CC(CCC(=O)O)C1CC[C@@]2(C)C3C(=O)CC4C(C)(C)C(O)CC[C@]4(C)C3C(=O)C[C@]12C (stereo partly specified)	0.9	-12	-0.9	-2.5	10	-1	20*	6	-4	0.5	5
Cc1cc(SCC(=O)N(CC(C)C)c2c(N)n(CC(C)C)c(=O)[nH]c2=O)nc2ccccc12	4.5	-5	0.4	1.1	x	-4	1	9	-4	1.4	3
CCOC(=O)c1c(-c2ccc(C)o2)csc1NC(=O)COC(=O)c1ccc(NC(N)=O)cc1	2.7	-23	2.3	-2.5	46	3	-5	-6	-3	1.9	11
Cn1c(=O)c2ccccc2n2c(CCl)nnc12	1.5	-8	-0.3	0.3	-6	-4	-2	5	-7	0.2	3
Cc1cc(NS(=O)(=O)c2ccc(NC(=O)CSc3nc4ncccc4[nH]3)cc2)nc(C)n1	1.4	-27	1.9	-0.1	17	0	5	-3	-1	1.7	1
Cc1cc(C(=O)OCC(=O)Nc2cccc(S(N)(=O)=O)c2)c(C)o1	-0.4	-24	1.0	2.8	4	2	0	-10	4	-0.7	10
O=C(CSCc1cccc(Cl)c1)NCc1ccc2c(c1)OCO2	0.9	-9	1.1	-3.4	67	-13	-4	-1	-7	0.0	3

Screening data deposited in PubChem BioAssay by several laboratories.
